Screening results: PubChem BioAssay, several laboratories
HSF-1 act: HSF-1 activators, primary screen, NIH3T3-HGL cells, MG132 stress, luminescence, single point | NIH3T3-HGL HSF-1 luciferase reporter, 8 h; 100% = twice DMSO control signal | activation, % at 9 µM | 300,000 compounds, 1.7% hits;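 active = mean replicate activation of at least 50% with a set share of replicates each reaching 50%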;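 note: 0% = median of the neutral control wells and 100% = twice that signal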
GSK3beta inhib: human GSK3beta kinase inhibitors, primary screen, biochemical, cell-free homogeneous, HTS. Glycogen synthase kinase-3 beta (Homo sapiens), P49841. GST-GSK3beta kinase, ADP-Glo luminescence, 60 min; active compounds read low. activity score (negative = inhibition), % at 10 µM. 300,000 compounds, 0.038% hits. AID 2097, 2009;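 active = more than half of replicate wells score below -50%, meaning over 50% inhibition versus plate controls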;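 note: 0% = median DMSO wells and -100% = median GW8510 positive control wells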
Target sequence (P49841 whole entry, looked up): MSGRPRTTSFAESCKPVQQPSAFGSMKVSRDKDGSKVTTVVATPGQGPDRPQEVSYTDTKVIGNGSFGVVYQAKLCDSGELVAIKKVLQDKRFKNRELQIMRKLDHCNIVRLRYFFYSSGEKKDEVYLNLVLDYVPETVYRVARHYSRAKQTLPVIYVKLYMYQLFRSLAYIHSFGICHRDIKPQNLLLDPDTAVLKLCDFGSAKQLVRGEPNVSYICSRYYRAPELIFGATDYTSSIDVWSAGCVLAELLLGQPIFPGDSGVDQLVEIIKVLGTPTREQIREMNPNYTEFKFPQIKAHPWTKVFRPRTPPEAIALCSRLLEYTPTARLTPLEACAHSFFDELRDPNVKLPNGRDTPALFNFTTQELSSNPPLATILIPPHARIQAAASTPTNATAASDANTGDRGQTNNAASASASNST
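Test system: GST-fused GSK3beta enzyme, cell-free | Quantity: 1.6 ng GST-GSK3beta enzyme per well | Reagent: 25 µM ATP with peptide substrate | Schedule: 60 min enzyme reaction, room temperature | Signal: Luminescent ADP-Glo measurement of ADP formed | Read-out basis: Score relative to plate controls | Control set: DMSO and 20 µM GW8510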
GSK3A inh: blockers of GSK3A enzyme activity – biochemical, luminescence, cell-free homogeneous, HTS, primary screen | Glycogen synthase kinase-3 alpha (Homo sapiens), P49840 | GSK-3 alpha kinase, ADP-Glo luminescence, 60 min | inhibition, % at 10 µM | 320,000 compounds, 0.1% hits;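 in the data active = inhibition above about 50%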;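 note: GST-tagged GSK-3 alpha with peptide substrate and 25 µM ATP; 0% = DMSO neutral wells and 100% = GW8510 positive control wells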
Target sequence (P49840 whole entry, looked up): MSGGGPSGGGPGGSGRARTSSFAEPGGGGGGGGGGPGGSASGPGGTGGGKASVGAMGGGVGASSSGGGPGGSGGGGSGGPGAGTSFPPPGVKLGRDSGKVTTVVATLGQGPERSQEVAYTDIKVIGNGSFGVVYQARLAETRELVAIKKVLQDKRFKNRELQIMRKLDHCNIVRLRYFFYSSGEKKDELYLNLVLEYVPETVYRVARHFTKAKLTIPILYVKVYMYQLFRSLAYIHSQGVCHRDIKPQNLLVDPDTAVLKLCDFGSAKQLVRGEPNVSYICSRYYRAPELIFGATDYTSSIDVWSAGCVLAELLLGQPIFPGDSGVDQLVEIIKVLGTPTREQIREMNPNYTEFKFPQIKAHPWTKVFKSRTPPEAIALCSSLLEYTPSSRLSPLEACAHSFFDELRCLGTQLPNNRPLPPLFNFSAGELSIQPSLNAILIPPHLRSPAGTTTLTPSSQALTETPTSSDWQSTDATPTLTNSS
HSF1 inh: HSF1 inhibitors in luciferase reporter cells, primary screen, cell-based, NIH3T3, luminescence; AID 2098, 2009; NIH3T3-HGL HSE-luciferase, MG132-induced, luminescence 8 h; active compounds read low; 300,000 compounds, 0.77% hits; activity change, negative = inhibition, % at 7.5 µM (by protocol);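 active = more than half of replicate wells show activity change below -50%, luminescence cut by over half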;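 note: luciferase reports HSF-1 transcriptional activity via heat shock element; 0% = median of DMSO wells and -100% = zero luminescence signal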
HSP90 refold inh: HSP90 inhibitors, primary screen, cell lysate, luminescence; inhibition, % at 5.6 µM; Heat shock protein HSP 90 (rabbit reticulocyte lysate; luciferase refolding); 290,000 compounds, 0.91% hits; Rabbit reticulocyte lysate, luciferase refolding luminescence, 3 h;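 active = inhibition above the screen-wide mean plus 3 SD, computed separately per campaign, cut at about 16% in these data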;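 note: 0% = DMSO wells and 100% = 60 µM geldanamycin wells; inhibitors lower the luminescence because luciferase stays unfolded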
HIF activator: HIF pathway transcriptional activators, primary screen, cell-based, U2OS HRE-luciferase, luminescence. U2OS HRE-luciferase reporter; normalized: DMSO 0%, desferrioxamine 100%. activation, % at 7.5 µM (by protocol). 300,000 compounds, 0.32% hits;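 active = mean activation of at least 10% of the iron chelator positive control signal, with at least half of replicates also reaching 10%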
aSyn 5UTR inh: MLPCN primary screen, SNCA 5' untranslated region | 300,000 compounds, 0.82% hits | alpha-synuclein 5'UTR reporter, inhibitor activity | inhibition, % (tested at 7.5 µM); in the data active = inhibition above about 60%;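 note: H4 neuroglioblastoma cells stably carrying SNCA 5'UTR luciferase fusion; 0% = DMSO wells and 100% = positive control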
KLF5 inh: KLF5 expression inhibitors, primary screen, DLD-1 cells, luminescence; DLD-1 KLF5 promoter-luciferase reporter; 290,000 compounds, 0.23% hits; inhibition, % at 5 µM;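 active = inhibition above a per-plate limit of that plate's mean compound inhibition plus 3 SD, cut at about 60% in these data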;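 note: 0% = DMSO wells and 100% = LY294002 at 200 µM; higher means less KLF5 promoter-driven luciferase light; inactives centre near -14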
AI-2 QS mod: Vibrio harveyi AI-2 quorum sensing modulators, primary screen, JMH597 strain, luminescence/OD600 ratio; Vibrio harveyi JMH597 AI-2 luminescence/OD600 ratio, 9 h; active compounds read low; strain lacks LuxN and CqsS sensors; 0 = neutral-control median; activity change, % at 7.5 µM; 300,000 compounds, 0.4% hits; AID 2094, 2009; in the data active = activity change below about -75%, passing the limit was not always enough;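 note: luminescence divided by OD600 gain over 9 h not by final OD600 alone; inactives centre near 13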
IEC-6 cytotox: cytotoxicity in IEC-6 intestinal epithelial cells, primary screen, cytotoxicity control for KLF5 inhibitor project, cell-based, luminescence | IEC-6 cytotoxicity, luminescence viability | 290,000 compounds, 0.78% hits | inhibition, % at 5 µM; in the data active = inhibition above about 22%;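 note: 0% = plate median of test compound wells and 100% = cytotoxic reference compound wells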
* hit, by the source's call; · = not tested or not shown.

SMILES | HSF-1 act | GSK3beta inhib | GSK3A inh | HSF1 inh | HSP90 refold inh | HIF activator | aSyn 5UTR inh | KLF5 inh | AI-2 QS mod | IEC-6 cytotox
Cc1cc(C)c2nc(-c3ccncc3)cc(C(=O)N3CCN(Cc4ccccc4Cl)CC3)c2c1 | 0 | 2 | 1 | 2 | 4 | -0.4 | 19 | -18 | 19 | -3
CC1CC(CC(=O)NNc2nc(-c3ccccc3)cs2)C(=O)O1 (stereo not drawn) | -4 | 2 | -1 | 1 | -3 | 0.0 | -16 | -2 | 43 | 6
Cc1cccc(/C=N/NC(=O)CN2CCCCCCC2)c1 | -82 | 1 | -4 | -76* | -6 | 0.4 | -26 | -11 | -5 | 4
N#CC1=C(N)n2c(s/c(=C\c3ccco3)c2=O)=C(C#N)C1c1ccco1 (stereo not drawn) | 25 | 3 | 2 | 6 | -2 | 0.6 | -14 | 0 | 23 | -1
N#Cc1c(N)nc(N)nc1Nc1ccc(Br)cc1 | 40 | 2 | 4 | 24 | 0 | 2.5 | -64 | -179 | -4 | 2
O=C(CN1CCN(Cc2ccccc2Cl)C1=O)NC1CCCCCC1 | 2 | 1 | -2 | 9 | -1 | 1.1 | -27 | -23 | 27 | -2
O=C(CCN1C(=O)/C(=C/c2cccs2)SC1=S)Nc1cccc(C(=O)O)c1 | 10 | 0 | -2 | 0 | 3 | 0.1 | -15 | -11 | -2 | -7
Cc1cccc(-c2nc3ccccc3c(=O)n2NC(=O)/C=C/c2ccc([N+](=O)[O-])cc2)c1 | 10 | 1 | · | -3 | 1 | 0.0 | 6 | -30 | 39 | -6
CCCn1c(N)c(N2CCCCC2)c(=O)n(CC(=O)Nc2ccc(OC(F)(F)F)cc2)c1=O | 9 | 2 | -4 | 6 | 1 | -0.1 | 22 | 15 | 21 | -1
C#CCSc1ncc(S(=O)(=O)c2ccccc2)c(=O)[nH]1 | 0 | 5 | -2 | 2 | 2 | -0.1 | -8 | -29 | -8 | -4
Cc1ccc(-c2c(C#N)c(N)nc3c2CCCC3)s1 | 9 | 2 | -1 | 2 | 0 | 1.1 | 45 | -12 | 10 | -1
CC(=O)CC(=O)NC(=NC1CCCCC1)Nc1nc(C)cc(C)n1 | 10 | 9 | -2 | -3 | 0 | -0.7 | 4 | -22 | 25 | 0
CC1(C(=O)N2CCC(CO)(Cc3cccc(C(F)(F)F)c3)CC2)CC1 | -5 | -2 | 0 | -8 | -1 | -0.5 | 14 | -7 | -1 | 0
O=S(=O)(c1ccc(Cl)cc1)c1nc(-c2ccccc2F)oc1NCCCN1CCOCC1 | 6 | 6 | -2 | -2 | 2 | -0.1 | -24 | -15 | 3 | 0
COc1ccc(C2C(C(=O)OCC(=O)Nc3ccc(C)cc3)CCC(=O)N2c2ccc(OC)cc2)cc1 (stereo not drawn) | 11 | 2 | · | 1 | -3 | -0.1 | -4 | -40 | 6 | 3
COc1ccccc1CNC(=O)/C=C/c1ccc(Br)o1 | 39 | 1 | -3 | 10 | 3 | -0.6 | 16 | -8 | -44 | 1
CCOc1ccc(NC(=O)Cc2c(O)c3ccccc3[nH]c2=O)cc1 | -2 | 1 | -1 | 1 | 4 | -0.4 | 17 | -6 | 8 | -1
Cc1nc(SCC(=O)N2CCN(c3ccccc3)CC2)c2oc3ccccc3c2n1 | 12 | -4 | -2 | 5 | 1 | -0.2 | -21 | -17 | 8 | -4
O=C(COc1ccccc1[N+](=O)[O-])NC1CC1 | -5 | 0 | -1 | 3 | 1 | 0.0 | -34 | -23 | -8 | 1
NC(=O)c1ccccc1NC(=O)CCCN1C(=O)CCC1=O | 6 | 4 | -5 | -2 | 0 | -0.6 | -13 | 4 | -8 | 6
CCOc1cccc2cc(-c3cn4cc(C)ccc4n3)c(=O)oc12 | 37 | -1 | -1 | 3 | 3 | -1.9 | -83 | 2 | 55 | 3
CCN(CC)S(=O)(=O)c1ccc(C(=O)NC2=NCCS2)cc1 | 5 | 1 | 1 | -14 | 3 | -0.3 | -12 | -50 | 25 | -3
O=C(OCc1c(Cl)nc2sccn12)c1cc2c(s1)CCCC2 | -1 | -3 | -5 | -4 | 4 | 1.0 | 13 | -12 | 2 | -2
Cc1cc(=O)oc2cc(NC(=O)CCC(=O)O)ccc12 | -19 | 3 | -3 | -22 | 2 | 0.6 | -45 | -15 | 16 | -4
CCCNCc1cc(Br)ccc1OCC(=O)NCCc1ccccc1 | 22 | 0 | 2 | 2 | 0 | · | -24 | 8 | 8 | 11
C1=C(c2ccccc2)Nc2nnnn2C1 | -8 | 2 | -1 | -1 | 0 | 0.3 | -9 | -10 | 20 | -1
CC/C=C/C(=O)N1CC2(CC(c3cccc(NC(=O)CCCCC)c3)=NO2)C[C@H]1C(N)=O (stereo partly drawn) | -13 | 0 | -3 | -3 | · | -0.1 | 9 | · | 3 | ·
COC(=O)/C=C1\NCCSC1=O | -2 | -1 | -2 | 2 | 5 | 0.1 | 18 | -9 | 27 | 2
COC(=O)c1ccc(CSc2nc(C(F)(F)F)c3c(c2C#N)CCC3)o1 | -5 | 0 | 2 | 0 | 6 | -0.3 | -7 | 15 | 16 | -1
CN1CCN(C(=O)c2ccc3c(=O)n(Cc4ccco4)c(=S)[nH]c3c2)CC1 | -10 | -2 | 4 | 0 | 3 | 0.2 | -21 | -4 | 9 | 0
Cc1ccc(C)c(NC(=O)c2cc(S(=O)(=O)N3CCCCC3)c[nH]2)c1 | -7 | 4 | 0 | -1 | -1 | -0.2 | 16 | 3 | 3 | -5
COc1ccc(-c2csc(NC(=O)C3CC(=O)N(c4ccc5c(c4)OCCO5)C3)n2)cc1 (stereo not drawn) | -26 | 3 | -1 | -9 | -1 | -2.7 | 10 | -4 | 5 | -2
CC1=C(C(=O)NC2CC(C)(C)Cc3c2cnn3-c2cccc(F)c2)OCCO1 (stereo not drawn) | 18 | 1 | -2 | 0 | -3 | 0.2 | 13 | -7 | 23 | 5
Nn1c(SCC(=O)Nc2ccccc2F)nnc1-c1cccs1 | 23 | 1 | -1 | 15 | · | -0.5 | -9 | · | 17 | ·
COc1cc2c(cc1OC)C(c1cccnc1)CC(=O)N2 (stereo not drawn) | 9 | 4 | -1 | -3 | -2 | -0.4 | 18 | -70 | 48 | 2
Nc1ccc(-c2ccc(N)cc2C(F)(F)F)c(C(F)(F)F)c1 | -18 | -8 | 0 | -7 | 0 | -0.1 | 42 | 7 | 12 | 2
Cc1ccc(-c2nn(-c3ccccc3)cc2/C=C2\SC(=S)N(CCCCCC(=O)O)C2=O)o1 | 41 | -1 | -2 | 20 | -3 | 0.9 | -90 | 1 | -4 | -9
CCN(C(=O)COC(=O)c1cccc(-n2cnnn2)c1)C1CCCCC1 | 7 | -1 | -2 | 4 | 1 | -1.0 | 7 | -13 | 20 | -1
O=C(O)CCCNS(=O)(=O)c1ccc(NCc2ccccc2)c(C(=O)O)c1 | -3 | 2 | -2 | 0 | 2 | -0.5 | 7 | -33 | 33 | -2
Cc1cc(C)c(C#N)c(SCC2COc3ccccc3O2)n1 (stereo not drawn) | 8 | -1 | -2 | 8 | 2 | -0.5 | 19 | -28 | 2 | 4
CCOC(=O)C(Cc1ccccc1)(Cc1ccccc1)C(C)=O | -11 | -8 | -1 | 2 | 3 | 0.4 | -8 | 10 | 16 | 0
Nc1c2c(nc3ccc(Br)cc13)N(Cc1ccccc1)CC2 | 23 | 2 | 1 | 5 | 3 | -0.2 | 9 | -6 | 2 | 4
CC(=O)c1cnc2cc(-c3ccc(Cl)cc3)nn2c1C | 39 | -2 | -6 | 32 | 5 | 3.8 | -95 | -70 | 3 | -4
COc1ccc(C2/C(=C(/O)c3ccc(C)cc3)C(=O)C(=O)N2CCCN2CCOCC2)cc1 (stereo not drawn) | -16 | -2 | 1 | -1 | -2 | 1.4 | 2 | -25 | 14 | -6
COc1ccccc1CN1CC(C(=O)NCCc2ccccc2Cl)CCC1=O (stereo not drawn) | 7 | 2 | -1 | 7 | -5 | 3.7 | -24 | -25 | 1 | -1
Cc1ccc(Cl)c(OC(=O)C2CSC3(C)CCC(=O)N23)c1 (stereo not drawn) | 5 | 4 | 0 | 2 | · | -0.1 | -10 | · | 14 | ·
O=C(COC(=O)c1ccc(NS(=O)(=O)c2cccs2)cc1O)NC1CCCCC1 | 19 | 1 | 0 | 2 | 3 | 0.1 | 13 | -15 | 2 | -8
O=C(NNS(=O)(=O)c1ccc(C(=O)NC2CCCC2)cc1)c1ccncc1 | 4 | 0 | -2 | -3 | -1 | 0.3 | -10 | -29 | -3 | -5
CCOC(=O)c1c([N+](=O)[O-])c(C)[nH]c(=O)c1C#N | -2 | 1 | -2 | -8 | 1 | 0.7 | -11 | -9 | 5 | 0
CCCCn1nc2cc(C(=O)NCC34CC5CC(CC(C5)C3)C4)ccc2c1OC | 1 | 5 | -3 | 3 | -1 | -0.3 | 21 | -28 | 15 | 1

Fetched by structure from the list above (3):
SMILES | HSF-1 act | GSK3beta inhib | GSK3A inh | HSF1 inh | HSP90 refold inh | HIF activator | aSyn 5UTR inh | KLF5 inh | AI-2 QS mod | IEC-6 cytotox
O=C(COc1ccccc1[N+](=O)[O-])NC1CC1 | -5 | 0 | -1 | 3 | 1 | 0.0 | -34 | -23 | -8 | 1
N#CC1=C(N)n2c(s/c(=C\c3ccco3)c2=O)=C(C#N)C1c1ccco1 (stereo not drawn) | 25 | 3 | 2 | 6 | -2 | 0.6 | -14 | 0 | 23 | -1
COC(=O)/C=C1\NCCSC1=O | -2 | -1 | -2 | 2 | 5 | 0.1 | 18 | -9 | 27 | 2

More structures follow:
SMILES | HSF-1 act | GSK3beta inhib | GSK3A inh | HSF1 inh | HSP90 refold inh | HIF activator | aSyn 5UTR inh | KLF5 inh | AI-2 QS mod | IEC-6 cytotox
Cc1ccc(NC(=O)COC(=O)c2ccc3c(c2)OCO3)c(C)c1 | -9 | -1 | -4 | -5 | 4 | 0.3 | -7 | -7 | 15 | 0
CCOc1ccccc1/C=N/Nc1nc(C)cc(=O)[nH]1 | 6 | 1 | -1 | 0 | -3 | -1.1 | -10 | -20 | 46 | 2
COc1cccc(NC(=O)c2cccc(C)c2[N+](=O)[O-])c1 | 5 | 0 | -1 | 2 | 0 | 0.9 | -76 | -98 | 9 | 1
CCCCn1c(N)c(N(CCOC)C(=O)c2cccc(S(=O)(=O)N3CCCCCC3)c2)c(=O)[nH]c1=O | 3 | 4 | 0 | 1 | · | 1.6 | 24 | · | 2 | ·
